ER stress rescue – protection against thapsigargin-triggered cell killing – 384-well, CSM14.1, ATP luminescence, primary screen (AID 1222); CSM14.1 thapsigargin-induced death rescue, ATP luminescence; higher % means a stronger effect; one-dose cellular ATP content (survival), % at 20 µM; EC50 in µM for titrated hits; 190,000 tested, under 10 active;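 active = EC50 below 50 µM in the dose-response confirmation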;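 also: death triggered by thapsigargin at about 15 µM added after 2 h compound pretreatment; cell ATP read after overnight thapsigargin exposure of roughly 18 to 22 hours; normalized against plate controls of thapsigargin alone and 5% DMSO vehicle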
UTI89 phage lysis – protection from phage-mediated lysis, alamar blue read-out – E. coli UTI89, K1F phage, bacterial capsule biogenesis inhibitors (AID 488966). 340,000 tested, 0.02% active. one-dose inhibition, % at 100 µM; IC50 in µM for titrated hits. E. coli UTI89 K1F phage lysis, alamar blue, 2 h; higher % means a stronger effect;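 active = phage lysis inhibition, versus mean bacterial control, above a set limit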;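 also: capsule biogenesis inhibitors block K1F phage lysis so surviving cells raise fluorescence; higher fluorescence means more inhibition of phage lysis; actives were called in the ten point dose series up to 300 µM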
P. falciparum M17LAP – P. falciparum M17LAP inhibitors, primary screen, biochemical, fluorogenic H-Leu-NHMec substrate, 1536-well (AID 1619); 220,000 tested, 0.38% active; inhibition, % at 30 µM, or IC50 in µM where a hit was titrated; recombinant M17LAP, H-Leu-NHMec fluorogenic kinetic assay; higher % means a stronger effect;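 active = compound inhibiting the enzyme by more than half at any dose during confirmatory dose-response retesting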;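 also: plate controls were full reaction with DMSO carrier for no effect and no enzyme background for full effect; strong numbers were not always called active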
Autophagy mod – modulators of autophagy | AID 463193 | 190,000 tested, 0.98% active | MEF GFP-LC3 puncta imaging; test concentration mostly 10 µM | calls only at 10 µM (by protocol);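 active = percentage of spot-positive cells more than 3 SD above its plate mean, without a fluorescence outlier flag or 80% toxicity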;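 also: spot-positive cell cutoff set from DMSO-treated cells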
bCat nuc transl – modulators of beta-catenin nuclear translocation. HeLa beta-catenin nuclear translocation, immunofluorescence imaging. nuclear translocation activity, % at 5 µM. 190,000 tested, 0.3% active;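 active = nuclear translocation activity above 50% at 5 µM, with a well cell count of 50 or more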;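 also: per-cell ratio of nuclear to cytoplasmic median beta-catenin stain intensity; plate controls were DMSO negative control for no effect and GSK-3 inhibitor IX positive control for full effect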
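System: HeLa cells, endogenous beta-catenin; compound dosing: 5 µM primary single dose, 0.1% DMSO, 0.02–20 µM confirmation series; incubation: 24 h compound exposure at 37°C, 5% CO2; signal: beta-catenin immunofluorescence imaging with DAPI; evaluation: % activation, nuclear-to-cytoplasmic median beta-catenin signal ratio per cell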
M1AAP inhibition – malaria alanyl aminopeptidase activity blockers – biochemical, fluorogenic H-Leu-NHMec substrate, 1536-well (AID 1445) | inhibition, % at 30 µM; hits with a dose series show IC50 in µM | 220,000 tested, 0.42% active | recombinant M1AAP, H-Leu-NHMec fluorogenic kinetic assay; higher % means a stronger effect;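 active = primary inhibition above the hit cutoff, then over 50% inhibition at one or more dose response concentrations, cut at about 23% in these data, passing the limit was not always enough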;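 also: plate controls were DMSO full reaction for no effect and no enzyme background for full effect; strong numbers were not always called active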
Dynein cargo inh – blocks dynein driven cargo transport along microtubules. 3617.4 mouse cells, GR-EGFP nuclear translocation imaging; test concentration mostly 20 µM; stimulated with dexamethasone, 1 µM; stronger effect = lower value. z-score, hits read low. 220,000 tested, 0.47% active;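 active = plate z-score of nuclear minus cytoplasmic receptor signal below a set negative limit, without overly bright fluorescence or cell loss, cut at about -3.5 in these data, passing the limit was not always enough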;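 also: z-score of nuclear minus cytoplasmic ring GR-EGFP intensity difference per well; some compounds called inactive have numbers as strong as hits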
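Buffer or medium: Induction medium lacking tetracycline, stripped serum | Also added: Dexamethasone agonist, 1.0 µM final, for 30 min | Timing: 48 h induction, 1 h compound, 30 min dex at 37 °C | Detection: Formaldehyde fixation, Hoechst nuclear stain, 10x automated fluorescence imaging | Measure: Nuclear versus cytoplasmic GR-EGFP signal, averaged per well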
Insulin prom up – MIN6 insulin promoter up-regulation | MIN6 insulin promoter-GFP reporter, high-content imaging; stronger effect = higher value | z-score at 5 µM | 190,000 tested, 0.3% active | AID 1625;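 active = z-score above 3 at 5 µM with at least 500 cells counted in the well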
MT stabilizer – stabilizes microtubules in HeLa cells; HeLa tubulin immunostaining HCS, 24 h; share of cells brighter than vehicle mean+2SD; % tubulin-high responders, % at 10 µM; 200,000 tested, 0.83% active; AID 2205;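 active = plate Z-score above 3 for both tubulin-high and condensed-nucleus cell shares, with cell loss under 80%, at 10 µM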;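 also: anti alpha tubulin signal scored within the nucleus-defined area of each cell; some results filed as inactive read as strong as hits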
Dynein cargo inh cytoplasmic EGFP – second read-out of Dynein cargo inh, no call of its own (marks repeat the call); z-score; measured here: cytoplasmic GR-EGFP intensity; stronger effect = higher value
Dynein cargo inh nuclear GR-EGFP – also measured in Dynein cargo inh; calls as there; z-score; measured here: nuclear GR-EGFP intensity;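 lower value marks the stronger effect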
Dynein cargo inh cell count – recorded beside Dynein cargo inh, whose call it bears; z-score; measured here: cell count per field
Insulin prom up cell count – recorded beside Insulin prom up, whose call it bears; cell count; measured here: cytotoxicity, nuclei count;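 total cells summed across four imaged fields per well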
bCat nuc transl cell count 5 µM – second read-out of bCat nuc transl, no call of its own (marks repeat the call); cell count; measured here: cell count, cytotoxicity flag
MT stabilizer Hoechst-high % – also measured in MT stabilizer; calls as there; % Hoechst-high responders; measured here: nuclear condensation Hoechst responders;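 share of cells brighter than vehicle mean plus two SD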
MT stabilizer cytotoxicity % – second read-out of MT stabilizer, no call of its own (marks repeat the call); toxicity, %; measured here: cytotoxicity by cell density;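 0% = mean cell density of plate MIN control wells and 100% = no cells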
Autophagy mod cell loss 18 h – also measured in Autophagy mod; calls as there; toxicity, %; measured here: cell loss, nuclei count;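 cell loss after 18 h compound exposure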
* = called active by the depositor; i = inactive; . = no result given; [ ] = remark or other dose. Not a hit list. Share with any hit: about 2.9%.

The line under a structure holds: ER stress rescue	UTI89 phage lysis	P. falciparum M17LAP	Autophagy mod	Autophagy mod cell loss 18 h	bCat nuc transl	bCat nuc transl cell count 5 µM	M1AAP inhibition	Dynein cargo inh	Dynein cargo inh cytoplasmic EGFP	Dynein cargo inh nuclear GR-EGFP	Dynein cargo inh cell count	Insulin prom up	Insulin prom up cell count	MT stabilizer	MT stabilizer Hoechst-high %	MT stabilizer cytotoxicity %
COc1ccc(/C=C/C(=O)OCn2c(SC)nnc(C)c2=O)cc1OC
  -0.3%	0.6%[50 µM]	-2%	i	14	-0.5	1078	6%	-0.8	-0.29	-0.32	0.95	0	1227	7.4	1.5	9.7
CN1CCc2nc3sc(C(=O)NCc4ccccc4)c(N)c3cc2C1
  1.1%	-0.1%	8%	i	15	-3.2	1053	8%	0.36	-0.36	0.66	0.47	-1.1	1703	5.8	2.1	25
COc1ccccc1NS(=O)(=O)c1ccc(Br)s1
  -0.2%	0.0%	18%	i	-1	0.2	952	10%	-0.44	-0.24	0.0071	0.44	-0.23	1452	2.6	2.6	11
Cc1cc(C)n(-c2ccc(C(=O)O)cc2[N+](=O)[O-])n1
  32%	0.4%	-5%	i	-3	-0.5	1119	-6%	-0.51	-0.37	-0.65	-0.059	0.24	1240	2.4	3.5	6.2
CCC(C(=O)NCc1ccc(F)cc1)N(Cc1ccco1)C(=O)c1snc(C(N)=O)c1N (stereo unspecified)
  -1.1%	0.4%	3%	i	17	-7.7	926	-1%	-1.4	-0.27	-0.75	0.65	-0.63	1106	3.5	2.0	13
CCSc1ccc(-c2nn(-c3ccccc3)cc2/C=C(/C#N)C(=O)NC)cc1
  -0.2%	0.4%	4%	i	-10	-1.0	1208	12%	-0.29	0.072	0.098	0.31	-0.06	1494	1.9	2.3	5.6
CCC(CO)n1c(SCc2cc([N+](=O)[O-])cc3c2OCOC3)nc2ccccc2c1=O (stereo unspecified)
  -0.5%	-1.1%[50 µM]	3%	i	4	-0.8	975	-1%	-0.19	-0.3	-0.55	0.36	-0.54	1265	2.2	3.5	2.7
COC(=O)C(NC(=O)c1ccc(C)cc1)(Nc1cccc(C)n1)C(F)(F)F (stereo unspecified)
  -2.3%	-0.3%	-3%	i	10	-1.2	1261	4%	0.13	-0.093	0.23	-0.66	0.03	974	2.0	2.6	19
Cc1cc2ncn(S(=O)(=O)N3CCCCC3)c2cc1C
  -0.3%	1.3%	-3%	i	6	0.5	985	0%	-1.5	-0.26	-0.52	0.31	1.6	1673	1.6	2.0	7.7
COc1ccc(C(C)NC(=O)c2ccoc2C)cc1OC (stereo unspecified)
  -0.5%	-1.4%	-19%	i	-8	-0.5	1083	1%	-0.6	-0.25	-0.4	0.2	0.05	1924	1.4	1.9	6.7
CC1=NN(C(=O)Cn2nc([N+](=O)[O-])c(Br)c2C)C(O)(C(F)(F)F)C1 (stereo unspecified)
  0.5%	3.2%	14%	i	-5	-1.6	520	9%	0.67	0.2	0.51	-1.1	-0.11	1259	2.0	2.4	14
COC(=O)Nc1ccc(S(=O)(=O)N2CCCC(C(=O)O)C2)cc1 (stereo unspecified)
  0.2%	0.1%	4%	i	-23	-3.3	1053	6%	0.29	-0.24	0.62	-0.39	-0.01	1516	3.4	1.8	11
O=C(CSc1nnc(-c2ccco2)o1)NC1CCCCCC1
  -0.9%	0.3%	7%	i	7	1.7	1161	5%	0.39	-0.19	0.36	-0.81	-0.37	732	2.7	1.5	2.6
COc1ccc(-n2nc(C(=O)NCC(=O)NCc3ccco3)c3ccccc3c2=O)cc1
  -0.7%	0.0%	11%	i	2	-1.6	1415	10%	1.7	-0.27	1	-0.86	0.23	1489	6.0	2.1	1.2
COc1ccccc1Oc1coc2cc(O)ccc2c1=O
  0.0%	0.5%	-45%	i	7	-4.2	1017	11%	-0.7	-0.31	-0.049	0.6	0.4	1526	2.3	2.1	11
COc1ccccc1/C=C(/C(=O)OCC(=O)Nc1ccccc1C)c1ccccc1
  -2.4%	0.0%	4%	i	15	-0.1	866	-1%	1.2	-0.11	0.43	-0.84	0.68	1276	6.1	2.5	2.8
CC1CCC(NC(=O)C2c3ccccc3C(=O)N2CCCN2CCOCC2)CC1 (stereo unspecified)
  1.2%	3.3%	-9%	i	11	-5.1	1010	-2%	-0.4	-0.21	-0.19	0.64	-0.75	1373	1.6	2.8	10
CCn1ccnc1CN(C)Cc1nc(-c2ccc3c(c2)OCO3)no1
  0.9%	0.5%	-7%	i	6	-1.9	1075	4%	-0.49	-0.25	-0.13	0.28	2.5	1418	2.0	3.0	6.0
CN(c1ccc(OCC(=O)N2CCOCC2)cc1)S(=O)(=O)c1ccc(F)cc1
  1.8%	0.3%	6%	i	-3	-0.7	1068	-3%	-0.048	-0.32	0.34	-0.4	1.4	1174	3.3	2.4	9.2
COC(=O)c1sc(S(=O)(=O)NCC(=O)O)c(C(=O)OC)c1C
  0.1%	0.1%	6%	i	-3	-1.7	1095	-2%	-0.5	-0.25	-0.65	1.3	0.19	1392	2.2	3.0	4.0
O=C1c2ccccc2C(=O)C12OC(c1ccccc1)C1(C(=O)c3ccccc3C1=O)C2c1cccc([N+](=O)[O-])c1 (stereo unspecified)
  1.0%	.	-6%	i	-9	-1.4	1260	-1%	0.27	-0.22	0.57	-0.59	-0.06	1172	3.4	1.5	5.9
COC(=O)c1cn(NC(=O)c2ccncc2)c(=O)c2ccccc12
  -1.2%	0.2%	-16%	i	-1	2.0	1149	-4%	0.29	-0.21	0.43	0.34	0.94	1111	4.9	1.1	9.3
Cc1cccc(C(C(N)=O)c2ncc(C(F)(F)F)cc2Cl)c1 (stereo unspecified)
  -0.5%	-0.6%	-2%	i	-1	-3.2	1075	-2%	1	-0.32	0.91	-1.3	0.02	1704	3.4	2.6	9.4
O=C(O)/C=C/c1cn(-c2ccccc2)nc1-c1cc2ccccc2oc1=O
  .	0.3%	4%	.	.	-0.7	1367	10%	0.11	-0.22	-0.039	-0.39	0.64	1150	.	.	.
CC1CCc2cc(F)cc3c(O)c(C(=O)NCC4CCCO4)c(=O)n1c23 (stereo unspecified)
  -5.4%	1.1%	6%	i	-8	0.2	1068	-3%	-0.67	0.12	-0.027	-0.22	-0.76	956	1.6	1.0	2.5
Cc1ccc(SCCC(=O)Nc2ccccc2C(=O)NC(C)C)cc1
  -0.9%	1.6%[50 µM]	2%	i	2	-0.3	1161	3%	0.21	-0.24	-0.067	-0.24	0.77	1679	4.6	2.7	6.3
COc1ccc(C(=O)c2ccc(CC#N)s2)cc1
  -1.0%	2.6%	7%	i	-1	-3.2	1157	1%	0.06	-0.048	-0.45	0.42	0.54	1886	1.3	2.2	6.0
CCC1=C2CC[C@H]3C(=O)N(CC)C(=O)[C@H]3[C@H]2[C@@]2(Cc3ccccc3)C(=NCCOC)OC(=O)N2C1=O
  .	-0.3%	-5%	.	.	-0.2	1335	7%	-0.3	-0.76	-0.19	0.23	-0.47	1045	.	.	.
O=C(NCc1ccc2c(c1)OCO2)c1cc2c(s1)CS(=O)(=O)C2
  -3.2%	3.7%	14%	i	-13	-0.2	1233	14%	1.2	-0.17	0.89	-0.46	0.59	1139	2.4	1.0	0.1
CCOC(=O)CNC(=S)n1cnc(N)n1
  -1.0%	0.2%	-3%	i	6	1.4	1053	-5%	1.6	-0.12	1.4	-1.8	0.27	1337	1.1	1.4	0.5
Cn1c(=O)c2[nH]c(NCCCN3CCOCC3)nc2n(C)c1=O
  -1.1%	0.2%	0%	i	4	.	.	-1%	-0.6	-0.41	-0.52	1.7	.	.	1.3	1.5	23
CC(C)(C)c1ccc(C(=O)Nc2ccc(S(N)(=O)=O)cc2)cc1
  .	0.3%	6%	.	.	0.6	1363	5%	0.68	-0.26	0.17	-0.077	0.53	1188	.	.	.
N#Cc1cnc(SCC(=O)NNC(=O)COc2cccc3ccccc23)nc1N
  -1.9%	5.2%	4%	i	-14	.	.	10%	-0.29	-0.27	-0.29	0.95	-0.08	1158	1.9	2.3	5.0
CCOCCCNS(=O)(=O)c1ccc2c(c1)OCCO2
  -0.1%	-3.8%	17%	i	1	3.6	1301	8%	0.25	-0.16	0.46	0.24	-0.03	1449	5.4	2.3	6.9
CCN(CC)C(=O)N1CCN(Cc2ccc3c(c2)OCO3)CC1
  -0.4%	0.0%	-4%	i	-2	0.8	1490	0%	0.76	-0.31	0.21	0.025	-0.27	1463	1.1	1.5	15
COc1cc(/C=N/n2c(-c3n[nH]c4c3CCC4)n[nH]c2=S)cc(OC)c1O
  .	-0.3%[50 µM]	24%	.	.	0.1	1297	6%	1.5	0.051	1.8	-2.9	-0.06	1048	.	.	.

Compound activity deposited in PubChem by several laboratories.
